# Source: PubChem BioAssay (several laboratories)
# S1P4 agonist: human S1P4 receptor agonism; hit rate 0.35% among 220,000; activation, % at 4.98 µM; S1P4-expressing cell line, agonist reporter assay; AID 1509; in the data active = activation above about 11%;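 also: 0% = DMSO vehicle and 100% = reference agonist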
# eIF4E-4G inh: eIF4E/eIF4G interaction inhibition in translation initiation | P63073+Q04637 | TR-FRET eIF4E-eIF4GI(517-606) binding, 2 h | inhibition, % at 21.7 µM | hit rate 0.37% among 220,000;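 active = inhibition above about 30%, limit read from the data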;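 also: 0% = full FRET control wells and 100% = background wells lacking eIF4GI fragment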
# Wee1 degr inh: inhibitors of human Wee1 degradation. P30291. HeLa Luc-Wee1K328M stability, luciferase luminescence; 100% = proteasome inhibitor MG132 effect. reporter increase, % at 5 µM. hit rate 1.2% among 220,000. AID 1321;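 active = activation above the mean of all tested compounds plus 3 SD, set per screening run, cut at about 8.8% in these data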;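 also: cells exposed to compound for 20 h before luminescence read; 0% = DMSO alone and 100% = MG132 at 30 µM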
# Target sequence (P30291 whole entry K328M): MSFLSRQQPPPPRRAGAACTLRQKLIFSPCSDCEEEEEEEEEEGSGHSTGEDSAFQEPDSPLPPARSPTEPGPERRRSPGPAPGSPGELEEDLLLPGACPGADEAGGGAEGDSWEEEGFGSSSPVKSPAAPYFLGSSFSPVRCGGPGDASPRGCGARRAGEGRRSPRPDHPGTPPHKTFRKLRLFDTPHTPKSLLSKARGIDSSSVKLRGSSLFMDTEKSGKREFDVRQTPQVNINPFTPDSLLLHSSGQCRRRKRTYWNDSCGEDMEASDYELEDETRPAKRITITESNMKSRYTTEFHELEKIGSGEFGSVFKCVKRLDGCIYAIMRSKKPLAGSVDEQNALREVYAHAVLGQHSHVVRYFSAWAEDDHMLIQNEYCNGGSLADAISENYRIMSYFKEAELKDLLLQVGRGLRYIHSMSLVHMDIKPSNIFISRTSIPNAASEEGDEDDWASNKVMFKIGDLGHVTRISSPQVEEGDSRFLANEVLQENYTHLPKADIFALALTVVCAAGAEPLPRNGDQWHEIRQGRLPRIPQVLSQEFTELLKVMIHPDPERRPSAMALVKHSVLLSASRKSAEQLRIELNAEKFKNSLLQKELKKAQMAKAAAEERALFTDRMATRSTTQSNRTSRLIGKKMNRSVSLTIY
# Mdm2 ligase inh: inhibitors of human Mdm2 E3 ubiquitin ligase | Q00987 | AID 1230 | hit rate 0.11% among 210,000 | cell-based MDM2 ubiquitination luciferase reporter, 2 h; 0 = plate control, 100 = twice control, blank-subtracted | signal enhancement, % at 5 µM;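 active = signal enhancement of 30% or more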;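 also: luminescence tracks abundance of the self-degrading MDM2-luciferase fusion protein; higher signal means inhibition of MDM2 E3 ligase activity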
#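 Assay system: stable mammalian line carrying autodegrading MDM2–luciferase fusion reporter; amount: 2000 cells seeded into each well; buffer or medium: DMEM; benchmarks: plate control and blank wells; signal: luciferase luminescence; timing: 2 h compound exposure at 37 °C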
# S1P4 antagonist: blocks the human S1P4 receptor; O95977; S1P4-expressing cells, antagonist mode, reporter read-out; inhibition, % at 4.98 µM; hit rate 0.26% among 220,000; AID 1510; in the data active = inhibition above about 29%;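 also: 0% = wells stimulated with agonist and 100% = vehicle wells without agonist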
# BaF3 tox: reduces parental Ba/F3 cell viability, JAK2V617F counter-screen. CellTiter-Glo ATP luminescence. inhibition, % at 5.6 µM. hit rate 1.1% among 220,000. AID 1486;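 active = inhibition above a per-campaign cutoff, the mean inhibition of all tested compounds plus 3 SD, cut at about 27% in these data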;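 also: 0% = DMSO wells and 100% = JAK Inhibitor I control wells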
# NPY-Y2 PAM-ag: human NPY-Y2 potentiation or agonism, primary screen | P49146 | cells expressing NPY-Y2, potentiator/agonist read-out | activation, % at 3.6 µM | hit rate 0.45% among 220,000; in the data active = activation above about 27%;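 also: cells stimulated with NPY near EC25 plus isoproterenol at EC100; 0% = vehicle plus submaximal agonist and 100% = vehicle plus saturating agonist; some results beyond the cut were filed as inactive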
# Target sequence (P49146 whole entry, looked up): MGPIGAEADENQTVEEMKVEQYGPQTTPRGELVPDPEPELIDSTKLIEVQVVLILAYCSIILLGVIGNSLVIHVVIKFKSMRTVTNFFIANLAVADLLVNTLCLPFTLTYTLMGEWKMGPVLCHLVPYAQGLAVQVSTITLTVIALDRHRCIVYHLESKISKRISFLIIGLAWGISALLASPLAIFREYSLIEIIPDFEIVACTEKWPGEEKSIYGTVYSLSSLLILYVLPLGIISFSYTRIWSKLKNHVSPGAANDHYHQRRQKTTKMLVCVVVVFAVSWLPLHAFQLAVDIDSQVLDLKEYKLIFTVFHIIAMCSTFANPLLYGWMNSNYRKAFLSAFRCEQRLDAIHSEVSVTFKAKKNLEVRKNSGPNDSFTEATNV
# Ba/F3 V617F tox: loss of viability in JAK2V617F-driven Ba/F3 cells. Ba/F3 EpoR-JAK2V617F viability, ATP luminescence. inhibition, % at 5.6 µM. hit rate 1.1% among 220,000. AID 1446;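 active = inhibition above the campaign mean plus 3 SD over all tested compounds, cut at about 24% in these data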;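 also: cytokine-independent growth of Ba/F3 cells driven by EpoR plus mutant JAK2; 0% = DMSO-treated cells and 100% = JAK inhibitor I control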
# PERK inhibitor: inhibitors of human PERK kinase | Q9NZJ5 | CHO PERK-DD fusion, SEAP luminescence translation reporter | inhibition, % at 5.6 µM | hit rate 0.17% among 220,000 | AID 1416;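 active = inhibition above the mean inhibition of all tested compounds plus 3 SD, set separately per screening campaign, cut at about 2.9% in these data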;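 also: PERK kinase domain activated by AP20187 dimerizer at 100 nM; 0% = DMSO with dimerizer and 100% = rapamycin at 8.4 µM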
# Numbers without * were called inactive; / = no result given; [ ] = remark or other dose. Outcome played no part in choosing rows. Share with any hit: about 4.1%.
canonical_smiles,S1P4 agonist,eIF4E-4G inh,Wee1 degr inh,Mdm2 ligase inh,S1P4 antagonist,BaF3 tox,NPY-Y2 PAM-ag,Ba/F3 V617F tox,PERK inhibitor
CN(C)S(=O)(=O)c1cc(NC2CC(=O)N(c3ccc(F)cc3)C2=O)ccc1Cl (centres undefined),0.3,8,-3,1,-6,4,14,-1,0.9
CC(C)(C)C1CCc2c(sc(NC(=O)c3ccco3)c2C(N)=O)C1 (centres undefined),-0.3,1,0,7,-11,2,9,3,0.7
C/C(Cc1ccccc1)=N\NC(=O)CNC(=O)c1ccccc1,0.1,-3,-2,-10,-3,5,10,3,0.5
Cc1ccc(C(=O)N2CCOCC2)cc1S(=O)(=O)Nc1cccc(C)c1C,0.3,0[fluorescence artefact?],0,-28,-21,5,-1,-1,1.6
O=Cc1ccc(-c2ccc(C(=O)O)cc2)o1,0.4,1,1,-6,-8,3,-10,-4,2.6
CCOC(=O)C1=C(c2ccccc2)N=C2SCC(=O)N2C1c1ccc(OC)c(OC)c1 (centres undefined),-1.1,5,2,-11,-1,0,4,-4,-1.5
Fc1ccc(OCc2nc(-c3ccncc3)n[nH]2)cc1,-0.5,0,5,-11,10,1,3,2,0.3
Cc1ccc(N=C2NC(=O)/C(=C/c3cccs3)S2)cc1C,1.2,0,2,-13,-20,2,-7,0,0.4
N#Cc1cccc(NC(=O)N2CCC(c3nc4c(nnn4Cc4cccc(Cl)c4)c(=O)[nH]3)CC2)c1,-0.2,-26,-1,-13,5,5,-4,0,1.0
Cc1ccccc1SCC(=O)Nc1ccc(N2CCOCC2)cc1,0.5,2,0,-7,6,3,17,3,0.3
COc1cc(SC)ccc1C(=O)Nc1ccc(C)cc1C,-1.6,6,4,0,34*,5,-25,0,0.6
Cc1cccn2c(=O)c(C=O)c(NCc3ccccc3)nc12,-0.9,1,3,-11,7,0,-9,-4,-0.9
CCc1nn2c(=O)cc(COc3ccc(/C=C4\C(=N)N5N=C(C)SC5=NC4=O)cc3)nc2s1,-1.3,21,-3,-7,-8,6,14,1,0.3
O=C(O)CCCN1C(=O)/C(=C/c2ccncc2)SC1=S,1.9,3,4,-6,15,-2,7,1,0.3
COc1ccc(NC(=O)CC2C(=O)N(c3ccc(OC)cc3)C(=O)N2CCc2cccs2)cc1 (centres undefined),-2.5,0[fluorescence artefact?],0,-1,-14,5,-1,-3,-0.5
COc1ccccc1CC(=O)Nc1ccc(-c2noc(COc3cccc(C)c3C)n2)cc1,-2.0,-1,11*,-16,-6,5,-23,-3,0.2
CCCCCCCCCCCC(=O)N/N=C/c1ccco1,-0.5,0,1,-17,-8,1,-18,0,0.5
Cc1onc(-c2ccccc2Cl)c1C(=O)N1CCN(c2nc3ccccc3s2)CC1,-1.8,-2,7,-8,-10,-2,5,-3,-0.3
O=C(c1ccc(F)cc1)N1C2CCC1CC(O)(c1ccccc1F)C2 (centres undefined),1.7,1[fluorescence artefact?],-1,-10,-20,0,-1,-3,-0.1
CCNC(=S)N1CCCCC1CO (centres undefined),1.4,3,0,4,1,7,-5,0,1.0
CCOC(=O)N1CCN(C(=O)CCc2nc3sc4c(c3c(=O)[nH]2)CCCC4)CC1,0.7,1,5,-5,8,-1,-6,1,0.2
O=C(CSc1nnc(SCc2ccccc2)s1)N/N=C/C=C/c1ccccc1[N+](=O)[O-],-0.3,1,3,-6,-13,7,-8,2,0.7
COc1ccc(NC(=O)c2sc3nc(-c4cccnc4)ccc3c2N)cc1,1.0,-18,-1,-2,6,2,1,-1,-1.4
Cc1ccc(-c2nc(P(=O)(c3ccccc3)c3ccccc3)c(N3CCOCC3)o2)cc1,0.1,6,-2,5,-17,8,-5,0,-1.1
Cc1nc2cc(NC(=O)NCc3ccccc3)ccc2o1,-2.1,-4,-3,-8,-14,3,-12,-5,1.6
CCC(=O)N1CCN(c2ccc(NC(=O)c3cc4ccccc4o3)cc2Cl)CC1,0.8,-5,0,-19,-28,5,-3,0,-0.3
O=C(OCCCN=C1NS(=O)(=O)c2ccccc21)c1ccc([N+](=O)[O-])cc1,0.9,6,-3,-4,-13,-2,3,0,0.1
O=C(CSc1ncnc2c1oc1ccccc12)Nc1nccs1,0.6,-1,9,-3,-1,-1,-25,0,0.8
COc1ccc(CNC(=O)C(C)OC(=O)c2cccn2C)cc1 (centres undefined),-1.1,3,-2,-24,-6,9,-18,2,0.1
O=C(Nc1ccc(S(=O)(=O)Nc2ccc(Cl)cc2)cc1)C1CCCO1 (centres undefined),1.7,0,3,-3,6,1,13,-3,0.0

# Brought forward from above: four compounds, then new ones.
canonical_smiles | S1P4 agonist | eIF4E-4G inh | Wee1 degr inh | Mdm2 ligase inh | S1P4 antagonist | BaF3 tox | NPY-Y2 PAM-ag | Ba/F3 V617F tox | PERK inhibitor
O=C(OCCCN=C1NS(=O)(=O)c2ccccc21)c1ccc([N+](=O)[O-])cc1 | 0.9 | 6 | -3 | -4 | -13 | -2 | 3 | 0 | 0.1
O=C(CSc1ncnc2c1oc1ccccc12)Nc1nccs1 | 0.6 | -1 | 9 | -3 | -1 | -1 | -25 | 0 | 0.8
COc1ccc(CNC(=O)C(C)OC(=O)c2cccn2C)cc1 (centres undefined) | -1.1 | 3 | -2 | -24 | -6 | 9 | -18 | 2 | 0.1
O=C(Nc1ccc(S(=O)(=O)Nc2ccc(Cl)cc2)cc1)C1CCCO1 (centres undefined) | 1.7 | 0 | 3 | -3 | 6 | 1 | 13 | -3 | 0.0
Cc1nn(C)c(C)c1N=Cc1c(O)ccc2ccccc12 | 1.2 | -2[fluorescence artefact?] | 0 | -17 | -3 | 2 | 8 | 1 | 1.0
Cc1ccc(CNC(=O)CC2Nc3c4ccccc4nc(=S)n3C2=O)cc1 (centres undefined) | -0.6 | 1 | -2 | -2 | -2 | -2 | -13 | 4 | 0.6
CCc1nc2ccccc2c(C(=O)OCc2nnc(-c3ccccc3)o2)c1C | -0.6 | 3 | 0 | 6 | 4 | 2 | -20 | -2 | -1.9
CN(C)C(=O)c1cc([N+](=O)[O-])cc([N+](=O)[O-])c1N(C)C | 4.2 | 5 | 0 | -44 | -15 | -1 | 2 | -5 | 2.4
O=C(NC1CCCCCC1)c1cc(=O)[nH]c2ccc(S(=O)(=O)N3CCOCC3)cc12 | 0.0 | 2 | -2 | -6 | 0 | 6 | 6 | -2 | 0.5
O=C(Nc1cccc(C(=O)N2CCOCC2)c1)c1cncc(Br)c1 | 0.4 | -5[fluorescence artefact?] | -1 | 2 | -2 | 4 | -2 | -2 | 0.1
COc1ccc(N2CCN(C(=O)CSc3ccc(C)cc3)CC2)cc1 | -0.7 | 1 | -5 | -4 | -3 | 7 | -3 | 1 | 0.4
CC(=O)Nc1ccc(OCCOc2ccc([N+](=O)[O-])cc2)cc1 | 1.0 | 6 | 5 | 5 | 7 | -1 | 5 | 1 | -0.2
S=c1nc(C2CC2)n(-c2ccccc2)[nH]1 | 2.2 | -8 | 0 | / | 0 | 0 | 12 | 2 | 0.7
Cc1ccc2c(c1)nnn2C1CCN(CC(=O)NNC(=O)c2ccco2)CC1 | 1.3 | 1 | -2 | -18 | -4 | 9 | 2 | 3 | 0.5
CC1CCN(C(=O)CSc2nnc(Cc3cccn3C)n2-c2ccc(F)cc2)CC1 | -0.7 | 4 | -1 | 8 | 1 | 0 | 14 | -4 | -0.4
Nn1c(SCC(=O)Nc2ccc(F)c(F)c2)nnc1C1CCCCC1 | 2.5 | -1 | 1 | 3 | -4 | -2 | 22 | -3 | -0.2
COc1ccc(-n2c(SCC(=O)NCCC(C)C)nc3ccsc3c2=O)cc1 | -0.3 | 6 | 3 | -21 | -2 | -2 | 17 | -4 | -0.3
CC(=O)Nc1cccc(NC(=O)c2c(-c3c(Cl)cccc3Cl)noc2C)c1 | 1.2 | 5[fluorescence artefact?] | 0 | 1 | -74 | 1 | 6 | -1 | -1.2
CCCCOC(=O)CSC1=C(C#N)C(c2ccccc2OCC)C(C#N)C(=O)N1 (centres undefined) | -0.5 | 4 | 0 | -25 | -12 | -1 | 7 | -1 | -0.4
COc1cccc(C(=O)NCC(=O)OCC(=O)Nc2cc(OC)c([N+](=O)[O-])cc2C)c1 | -0.7 | 1 | -3 | 0 | 4 | 4 | 6 | -4 | 1.4
O=C(CCl)N=c1sccn1Cc1ccc(Cl)cc1Cl | 1.8 | 1 | -1 | -10 | 28 | -10 | 19 | 101* | 0.6
Cc1nc(N)sc1C(=O)NN | -0.4 | 8 | 1 | -17 | 14 | -2 | -10 | 4 | 0.3
CCOc1ccc(S(=O)(=O)Nc2ccccc2C(=O)N2CCCC2)cc1 | -0.4 | 4 | -2 | 0 | 1 | 1 | 3 | -3 | 0.4
Cc1cc(/C=C2\SC(=S)NC2=O)cc(C)c1O | 0.5 | 1 | -2 | -13 | 3 | 1 | 9 | -4 | -0.1
CC(=O)Nc1ccc(/C(C)=N/NC(=O)c2ccc(CN3CCOCC3)cc2)cc1 | -1.8 | -2 | -3 | 6 | -3 | 1 | 2 | -4 | 1.6
O=C(Nn1cnc2ccccc2c1=O)c1ccc([N+](=O)[O-])cc1Cl | 0.6 | 2 | 2 | -5 | -23 | 11 | -7 | 4 | 0.9
NS(=O)(=O)c1ccc(NC(=O)COC(=O)c2cn(-c3ccccc3)nc2-c2ccc(F)cc2)cc1 | -0.6 | 7 | -1 | 1 | -2 | 7 | 4 | 0 | 1.0
CC(=NCCc1ccccc1)C1=C(O)COC1=O | -0.1 | -8[fluorescence artefact?] | 0 | -3 | -10 | 2 | 5 | 0 | -0.2
O=C(CN1CCN(c2ccccc2)CC1)N1CCc2[nH]c3ccccc3c2C1 | -0.2 | -1 | -1 | -2 | -19 | 0 | -9 | 1 | -0.9
C=CCNC(=O)c1ccc(C2SCC(=O)N2Cc2ccccc2)cc1 (centres undefined) | 1.6 | 2 | -3 | 2 | -14 | 2 | 5 | -1 | -0.9
COC(=O)c1ccc(CN2CCN(CC(C)C)C(CCO)C2)cc1 (centres undefined) | -0.8 | 5 | 2 | -20 | -2 | 1 | -30 | -3 | 0.2
CCN1CCN(C(c2cccs2)C(C)NS(=O)(=O)c2ccc(Br)cc2)CC1 (centres undefined) | -0.2 | 3 | -1 | -15 | 9 | -1 | 8 | -2 | -0.7
Cn1cnnc1SCC(=O)Nc1ccccc1F | 0.4 | 0 | -3 | 4 | -11 | 3 | -8 | 3 | -0.3
Nc1ccc(C(=O)N/N=C2\CCCc3c2[nH]c2ccccc32)cc1 | -3.0 | 4[fluorescence artefact?] | -1 | -3 | -4 | 4 | -1 | 1 | 1.4
CCN1CCN(c2cc(-c3ccccc3)nc3cc(-c4cccc(F)c4)nn23)CC1 | -0.8 | 2 | 3 | -5 | -3 | 7 | 2 | 1 | -0.9
